Screening results (PubChem)
NCI-60 one-dose screen, 48 h, at 10 µM unless noted. Numbers give growth in % (100 = growth as untreated, 0 = no growth, -100 = all killed).
SNB-19 = SNB-19 CNS cancer cells; 81,000 compounds, 2.5% hits; AID 1794751
HCT-116 = HCT-116 colon cancer; 82,000 compounds, 7.3% hits; AID 1794798
HCC-2998 = HCC-2998 colon cancer | 79,000 compounds, 4.7% hits | AID 1794799
KM12 = KM12 colon cancer cells; 82,000 compounds, 5% hits; AID 1794800
SF-268 = SF-268 CNS cancer cells; 82,000 compounds, 3.1% hits
SW-620 = SW-620 colon cancer. AID 1794795. 82,000 compounds, 5.2% hits
HT29 = HT29 colon cancer; 81,000 compounds, 7.4% hits; AID 1794748
SNB-75 = SNB-75 CNS cancer | 79,000 compounds, 5% hits | AID 1794750
HCT-15 = HCT-15 colon cancer; AID 1794746; 82,000 compounds, 5.2% hits
* = called active by the depositor; nt = not tested or not shown; [ ] = dose if it differs, or a comment. How the source made its calls: active means growth percent below 10; inactive means the rest. Compounds as they come. Share with any hit: about 11%.

Start of the listing, in advance:
SMILES	SNB-19	HCT-116	HCC-2998	KM12	SF-268	SW-620	HT29	SNB-75	HCT-15
CN1CC(c2ccc(Cl)cc2)C(C(=O)c2ccc(Br)cc2)C12C(=O)Nc1ccccc12 (stereo not drawn)	90	57	96	87	77	84	49	84	71
CCCCCC1=CC(=O)C=C(OC)C12C(=O)Oc1cc(O)c(C(=O)O)c(CCCCC)c12 (stereo not drawn)	106	95	103	95	95	116	82	96	102
C#Cc1c(C)cc(C)c(Br)c1C	104	97	nt	109	110	107	98	95	105

Main list (from the top)
SMILES	SNB-19	HCT-116	HCC-2998	KM12	SF-268	SW-620	HT29	SNB-75	HCT-15
CN1CC(c2ccc(Cl)cc2)C(C(=O)c2ccc(Br)cc2)C12C(=O)Nc1ccccc12 (stereo not drawn)	90	57	96	87	77	84	49	84	71
CCCCCC1=CC(=O)C=C(OC)C12C(=O)Oc1cc(O)c(C(=O)O)c(CCCCC)c12 (stereo not drawn)	106	95	103	95	95	116	82	96	102
C#Cc1c(C)cc(C)c(Br)c1C	104	97	nt	109	110	107	98	95	105
Cc1ccc(-c2c(Br)c(OC(=O)CO[C@@H]3C[C@H](C)CC[C@H]3C(C)C)c(-c3ccc(C)cc3C)c(Br)c2OC(=O)CO[C@H]2C[C@@H](C)CC[C@@H]2C(C)C)c(C)c1	101	89	108	107	100	109	103	86	100
O=C(/C=C/c1ccc(-c2ccccc2)cc1)c1nc2ccccc2n1Cc1ccc(Br)cc1	58	24	63	74	63	nt	42	57	37
CC(C)c1c(Cl)cc(C(C)(C)C)c(O)c1Cl	112	113	119	105	104	103	123	90	112
COc1ccc(-c2cc(-c3ccccc3)c(C#N)c(=O)[nH]2)c(OC)c1	95	91	111	94	95	105	120	78	97
C=C(C)C#CC1(O)C=C(OC)C(OC)=CC1=O (stereo not drawn)	100[100 µM]	105[100 µM]	112[100 µM]	101[100 µM]	100[100 µM]	113[100 µM]	113[100 µM]	91[100 µM]	99[100 µM]
OC1(c2ccccc2)c2ccccc2CCC1Br (stereo not drawn)	118	118	108	111	112	112	110	92	92
CC1=CC(=O)C=C(C(C)C)/C1=C(\c1ccccc1C(=O)O)c1c(C)cc(OP(=O)(O)O)cc1C(C)C	97	83	94	76	80	101	100	101	84
CCN(CC)CCNc1ccc(CO)c2oc3ccccc3c(=O)c12	90	82	101	115	nt	90	78	90	102
C[C@@H]1C[C@H]2C(=O)O[C@@H](C)[C@H](NC(=O)[C@H](Cc3cc(F)cc(F)c3)NC(=O)Nc3ccc(C4CC4)cc3F)C(=O)N3CCC[C@H]3C(=O)N3CCCC[C@H]3C(=O)N[C@@H](C)C(=O)N2C1	16	-4.7*	-10*	16	23	28	10	6.5*	6.1*
O=C1/C(=C/c2ccc(O)c(O)c2)SC(=S)N1Cc1ccco1	67	30	86	79	72	41	100	39	21
Nc1nc(=S)cc(Nc2cccc(Cl)c2)[nH]1	95	112	107	102	100	99	99	79	105
CCOC(=O)C=C1C=CN(CC(=O)c2ccc(Br)cc2)C=C1	108	102	100	102	110	108	87	100	93
O=C(CCCl)c1ccc(Oc2ccccc2)cc1	97	89	90	83	84	95	92	99	91
C=Cc1cc2oc3ccccc3c(=O)c2c(O)c1-c1cc(OC)c2cc(CCC)n(C)c(=O)c2c1O	97	93	96	103	88	108	118	78	106
CCOC(=O)C(Cc1ccc([N+](=O)[O-])cc1)(NC(C)=O)C(=O)OCC	105	96	108	nt	101	99	89	88	104
NC(=O)SCC(=O)Nc1ccc(-c2ccc(NC(=O)CSC(N)=O)cc2)cc1	106	88	94	90	100	101	93	110	93
CCCc1ccc(O)c(OC)c1	92	97	95	104	98	106	113	nt	102
O=C(N/N=C/c1ccc2c(c1)OCO2)c1cnn2c1NC(c1ccccc1)C2 (stereo not drawn)	63	25	45	21	66	44	27	55	28
CCN(CC)CCCNc1ccc2ccncc2c1	102	98	124	104	102	101	105	86	99
O=C(CC(CC(=O)c1ccccc1)c1ccccn1)c1ccccc1	93	94	97	102	105	101	95	93	106
CC(=O)NC(NC(C)=O)c1cccnc1	nt	103	89	112	108	103	105	95	107
CNC(=O)c1cc(Oc2ccc3c(c2)sc2nc(-c4ccc(Cl)cc4)cn23)ccn1	54	81	90	93	63	97	105	48	84

Nothing new here: an excerpt of the list.
SMILES	SNB-19	HCT-116	HCC-2998	KM12	SF-268	SW-620	HT29	SNB-75	HCT-15
CN1CC(c2ccc(Cl)cc2)C(C(=O)c2ccc(Br)cc2)C12C(=O)Nc1ccccc12 (stereo not drawn)	90	57	96	87	77	84	49	84	71
CCCCCC1=CC(=O)C=C(OC)C12C(=O)Oc1cc(O)c(C(=O)O)c(CCCCC)c12 (stereo not drawn)	106	95	103	95	95	116	82	96	102
C#Cc1c(C)cc(C)c(Br)c1C	104	97	nt	109	110	107	98	95	105
Cc1ccc(-c2c(Br)c(OC(=O)CO[C@@H]3C[C@H](C)CC[C@H]3C(C)C)c(-c3ccc(C)cc3C)c(Br)c2OC(=O)CO[C@H]2C[C@@H](C)CC[C@@H]2C(C)C)c(C)c1	101	89	108	107	100	109	103	86	100

The list continues.
SMILES	SNB-19	HCT-116	HCC-2998	KM12	SF-268	SW-620	HT29	SNB-75	HCT-15
ClCc1cccc(CSc2ncnc3nc[nH]c23)c1	95	77	101	84	73	75	96	105	97
O=C1/C(=C/c2ccco2)CC/C1=C\c1ccco1	107	87	nt	93	96	95	105	87	86
O=C1C=C(C(Cl)(Cl)Cl)OC(=O)C1	94	91	103	100	97	114	103	78	86
CO[C@@H]1[C@H](O)c2coc3c2[C@@](C)(c2ccc4c(c2C3=O)CCC4=O)[C@@H]1O	103	95	101	100	85	94	90	81	87
Cn1ncc2c(N(CCO)CCO)ncnc21	104	93	101	104	100	103	89	96	98
O=C1OC(c2ccc(O)cc2)(c2ccccc2O)c2ccccc21 (stereo not drawn)	100	107	nt	112	100	107	105	103	97
COc1ccc(/C=C\c2cc(OC)c(OC)c(OC)c2)c(NS(=O)(=O)c2ccc(C(C)(C)C)cc2)c1O	46	13	20	12	24	32	33	32	16
COc1ccc(-c2ccc(C)n2-c2ccc(OC)cc2)cc1	90	52	96	77	82	78	51	61	69
C=C(CCCCCCCCC)CC(=O)SCCNC(=O)CCNC(=O)C(O)C(C)(C)COP(=O)(O)OP(=O)(O)OCC1OC(n2cnc3c(N)ncnc32)C(O)C1OP(=O)(O)O (stereo not drawn)	111	101	97	87	103	110	97	105	93
O=[N+]([O-])c1ccc(/C=N/c2nnc(-c3ccncc3)o2)cc1	99	88	101	94	95	96	95	nt	107
O=c1[nH]nc(-c2ccccc2I)c(=O)[nH]1	102	105	105	99	94	116	109	101	102
Cc1nc(-c2ccccc2-n2cccc2)no1	89	92	101	99	112	104	113	75	101
COc1cc(C)cc(OC)c1O	123	105	110	101	98	99	100	110	100
Cc1ccc(C(=O)c2sc3nc4c(cc3c2N)CCCC4)cc1	100	89	97	71	100	72	102	95	54
COc1cc(OC)cc(C(=O)Nc2ccc(CN3CCc4nc5cc(OC)c(OC)cc5cc43)cc2)c1	92	95	105	101	102	104	105	90	101
CCc1cc2c(cc1C(=O)CBr)C(C)(C)CCC2(C)C	91	100	111	107	103	112	99	102	108
Cn1c(=O)c2[nH]c(C(F)(F)C(F)(F)C(F)(F)F)nc2n(C)c1=O	106	97	109	100	104	102	97	94	105
C[C@@]1(CCO)C[C@H]1/C=C/c1ccccc1	98	85	91	98	100	104	106	100	101
O=C(Nc1nc(C(=O)N2CCN(C(c3ccccc3)c3ccccc3)CC2)cs1)c1ccc(NCCc2ccccc2)c([N+](=O)[O-])c1	81[5.5 µM]	63[5.5 µM]	99[5.5 µM]	79[5.5 µM]	73[5.5 µM]	87[5.5 µM]	77[5.5 µM]	68[5.5 µM]	88[5.5 µM]
COc1ccc2c(c1)c(-c1nonc1-c1cn(C3O[C@H](COC(C)=O)[C@@H](OC(C)=O)[C@H](OC(C)=O)[C@H]3OC(C)=O)c3ccc(OC)cc13)cn2C1O[C@H](COC(C)=O)[C@@H](OC(C)=O)[C@H](OC(C)=O)[C@H]1OC(C)=O (stereo partly drawn)	96	102	105	98	92	106	100	83	103
Cc1nc2c3c(ncn2n1)Oc1c(c(=O)n(C)c2ccccc12)C3c1ccc(Cl)cc1 (stereo not drawn)	94	97	107	100	97	98	103	nt	102
O=C(NCCCCCCNC(=O)c1c2c(nc3ccccc13)-c1cccnc1SC2)c1c2c(nc3ccccc13)-c1cccnc1SC2	67	66	45	75	78	39	54	63	75
Cc1ccc(C(=O)C(C)(CCC#N)CCC#N)o1	102	108	110	106	108	100	106	88	111
CCOc1ccc(N=C=S)cc1	103	103	104	108	112	114	100	94	110
COc1cccc(C2C3=C(COC3=O)N(CCO)c3cc4c(cc32)CCC4)c1 (stereo not drawn)	11	-9.3*	-21*	-43*	23	19	-28*	-19*	2.3*

Additional compounds.
SMILES	SNB-19	HCT-116	HCC-2998	KM12	SF-268	SW-620	HT29	SNB-75	HCT-15
N#Cc1c(-c2ccc(Cl)cc2)n2c(nc1=O)SC(=O)C2=O	104	106	112	102	105	112	112	106	120
C/C(=N/NC(N)=S)c1sc(Nc2ccc(Cl)cc2)nc1C	86	91	90	87	84	93	100	118	67
CCCCn1c(O)c(N=Nc2nc(-c3cc4ccccc4oc3=O)cs2)c2ccccc21	68	99	109	107	88	100	107	82	98
O=C(NN1C(=O)CSC12CCC(c1ccccc1)CC2)C1CC1 (stereo not drawn)	99	104	104	113	120	107	86	108	97
COc1cc2oc(-c3ccc(NC(=O)c4cccc(Br)c4)cc3)cc(=O)c2c(O)c1OC	94	92	97	87	108	97	101	95	96
NC(N)=NS(=O)(=O)c1ccc(N=Nc2c(N)n[nH]c2N)cc1	107	110	112	105	99	109	109	102	100
CCN(CC)CCC(O)(Cc1ccccc1)C(C(=O)O)c1ccccc1 (stereo not drawn)	99	103	96	98	97	105	101	92	99
COc1ccc(/C=C/C(=O)Nc2ccc(Cl)cc2)cc1OC	105	89	96	80	87	86	75	110	65
Nc1cccc2[nH]c(=O)c3ccccc3c12	99	nt	94	101	96	86	92	90	98
O=C(OCCOCCO)N(c1cccc(Br)c1)c1nc(SCCN2CCOCC2)nc2c1cnn2CC(Cl)c1ccc(Br)cc1 (stereo not drawn)	-69*	11	12	-9.0*	5.2*	18	0.2*	48	-39*
COc1ccccc1NC(=O)OCC12COCN1COC2	94	113	116	107	106	101	109	98	97
CCOc1ccc(NC(=O)N(c2ccnc3ccccc23)C(C)CCCN(CC)CC)cc1 (stereo not drawn)	107	115	104	101	101	113	99	77	103
COc1ccc(N=c2nc3sc4cc(Cl)ccc4n3c(N)c2C#N)cc1	82	94	95	25	60	81	36	37	100
Clc1ccc2sc3ncc(-c4ccc(Br)cc4)n3c2c1	98	102	101	102	102	101	105	99	101
COc1cc(/C=C2\CCCC3=C2NC(N)=NC3c2cc(OC)c(OC)c(OC)c2)cc(OC)c1OC (stereo not drawn)	62	-82*	-35*	-76*	15	-22*	-35*	46	-4.5*
COc1ccc(-n2c(SCC(=O)Nc3ccc(S(=O)(=O)Nc4nccc(C)n4)cc3)nc3ccccc3c2=O)cc1	100	99	117	98	101	98	109	81	103
O=c1[nH]cccc1N=Nc1ccc(S(=O)(=O)NC2NCCS2)cc1 (stereo not drawn)	110	100	nt	111	105	107	105	90	105
COc1cccc(N2C(=N)/C(=C3\Nc4ccccc4S3)CC2=O)c1	73	60	nt	86	51	66	58	92	27

An excerpt of these results, bar-delimited.
mol | SNB-19 | HCT-116 | HCC-2998 | KM12 | SF-268 | SW-620 | HT29 | SNB-75 | HCT-15
COc1ccccc1NC(=O)OCC12COCN1COC2 | 94 | 113 | 116 | 107 | 106 | 101 | 109 | 98 | 97
CCOc1ccc(NC(=O)N(c2ccnc3ccccc23)C(C)CCCN(CC)CC)cc1 (stereo not drawn) | 107 | 115 | 104 | 101 | 101 | 113 | 99 | 77 | 103
